Screening data deposited in PubChem by several laboratories.
E coli WT exp: E. coli BW25113 growth inhibition, expanded screen. OD600 absorbance. growth inhibition, % at 100 µM. hit rate 0.15% among 98,000. AID 710;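 active means growth inhibition above about 50% at one test dose, limit read from the data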;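 further: growth measured after 20 h incubation at 37 °C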
ERa SRC1 pot: enhances coactivator binding to human estrogen receptor alpha. TR-FRET ERalpha-LBD/SRC-Cy5 coactivator binding, 2 h; 100 = basal binding, no effect. coactivator binding (% of control), % at 25.6 µM. hit rate 1.3% among 86,000. AID 639; in the data active means activity above about 200%;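 further: binding measured in presence of low estradiol as agonist stimulus; 0% = peptide alone without receptor and 100% = receptor with peptide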
ERa coact inh: blocks coactivator binding to human estrogen receptor alpha; TR-FRET ER-alpha LBD / SRC-1 peptide, estradiol-bound; inhibition, % at 25.6 µM; hit rate 1.7% among 86,000; in the data active means inhibition above about 50%;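 further: 0% = receptor plus peptide control and 100% = peptide only without receptor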
MT1-MMP txn act: activates MT1-MMP transcription; hit rate 0.16% among 86,000; HT1080 MT1-MMP promoter luciferase reporter, luminescence, overnight; hits give high values; activation factor at 10 µM; AID 750;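 active means activation factor of at least 2 for MT1-MMP transcription at 10 µM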
PLAP act: human PLAP activation; purified PLAP enzyme, luminescent substrate read-out; hits give high values; activation fold at 20 µM; hit rate 1.2% among 96,000; in the data active means activation fold above about 2
Target sequence (P05187 whole entry, looked up): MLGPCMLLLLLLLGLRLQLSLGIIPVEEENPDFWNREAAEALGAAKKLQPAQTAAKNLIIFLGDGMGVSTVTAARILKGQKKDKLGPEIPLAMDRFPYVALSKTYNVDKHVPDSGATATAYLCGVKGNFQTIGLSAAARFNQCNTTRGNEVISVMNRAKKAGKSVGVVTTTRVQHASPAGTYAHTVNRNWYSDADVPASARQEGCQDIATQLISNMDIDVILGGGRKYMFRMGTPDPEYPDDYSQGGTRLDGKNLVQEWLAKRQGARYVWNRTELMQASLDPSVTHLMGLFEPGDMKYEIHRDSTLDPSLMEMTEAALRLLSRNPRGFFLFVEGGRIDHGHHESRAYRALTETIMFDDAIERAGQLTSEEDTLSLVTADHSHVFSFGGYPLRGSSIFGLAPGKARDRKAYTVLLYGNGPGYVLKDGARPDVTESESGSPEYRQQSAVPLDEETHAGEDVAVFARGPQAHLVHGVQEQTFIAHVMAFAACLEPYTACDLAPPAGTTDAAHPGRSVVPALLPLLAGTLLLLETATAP
FAK inh: FAK (human) kinase inhibition; Q05397; inhibition, %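 (tested at 7 µM)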; biochemical FAK kinase activity assay; hit rate 0.84% among 97,000; in the data active means inhibition above about 19%;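 further: 0% = DMSO and 100% = reference compound high control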
Mac1 fbg inh: inhibitors of human CD11b/CD18 binding to fibrinogen; P05107+P11215; hit rate 0.54% among 93,000; K562 CD11b/CD18 adhesion to fibrinogen, ATPlite luminescence; Mn2+ added to activate the integrin; AID 1497; inhibition, % at 10 µM;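 active means primary inhibition of 50% or more at 10 µM, then 40% or more on retest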; further: some results filed as inactive read as strong as hits
ERb coact inh: blocks coactivator binding to human estrogen receptor beta; Q92731; TR-FRET ER-beta LBD / SRC1-Cy5 peptide binding; receptor agonist-loaded with 1 µM estradiol; inhibition, % at 25.6 µM; hit rate 1.3% among 86,000;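 active means compounds whose percent inhibition of the receptor-coactivator binding signal exceeds about 50% in the single-dose screen, limit read from the data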;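 further: 0% = receptor plus peptide wells without compound and 100% = peptide-only wells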
Target sequence (Q92731 whole entry, looked up, the tested form may be a part): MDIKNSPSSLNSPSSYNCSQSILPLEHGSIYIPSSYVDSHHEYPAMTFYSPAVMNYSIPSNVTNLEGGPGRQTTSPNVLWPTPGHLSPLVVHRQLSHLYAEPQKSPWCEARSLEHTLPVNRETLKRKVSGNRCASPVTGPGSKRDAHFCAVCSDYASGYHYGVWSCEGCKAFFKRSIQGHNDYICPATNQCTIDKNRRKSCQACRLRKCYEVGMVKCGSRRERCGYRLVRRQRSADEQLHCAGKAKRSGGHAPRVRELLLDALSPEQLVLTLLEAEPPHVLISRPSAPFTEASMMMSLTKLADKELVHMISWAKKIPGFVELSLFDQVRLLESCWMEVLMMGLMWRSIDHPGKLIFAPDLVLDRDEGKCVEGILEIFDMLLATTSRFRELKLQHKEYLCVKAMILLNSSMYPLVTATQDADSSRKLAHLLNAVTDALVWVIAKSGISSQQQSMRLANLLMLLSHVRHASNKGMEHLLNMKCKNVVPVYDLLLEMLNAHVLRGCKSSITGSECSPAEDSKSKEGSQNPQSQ
Mac1 fbg enh: enhancers of human CD11b/CD18 binding to fibrinogen | K562 CD11b/CD18 adhesion to fibrinogen, ATPlite luminescence | activation, % at 10 µM | hit rate 0.07% among 93,000 | AID 1499;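 active means 10 µM primary screen giving 50% or more activity, confirmed by 40% or more on retest at that dose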; further: strong numbers were not always called active; reference of the scale not given here
* = called active by the depositor; · = no result given; [ ] = another dose, or the depositor's remark. Compounds as they come. About 5.1% of those tested had a hit in this group.

The first 3 entries (preview)
SMILES	E coli WT exp	ERa SRC1 pot	ERa coact inh	MT1-MMP txn act	PLAP act	FAK inh	Mac1 fbg inh	ERb coact inh	Mac1 fbg enh
COc1ccc(Cl)cc1NC(=O)c1oc(C)nc1C	4	61[fluorescence artefact?]	54*	1.3	1.4	0	·	48	·
CSc1cc(C)n(-c2ccccc2C)c(=S)c1C(C)=O	3	·	·	·	0.8	1	-5	·	-2
COc1ccc(NC(=O)c2cc(Cl)ccc2NC(=O)c2ccco2)c(OC)c1	-1	217*[fluorescence artefact?]	16	1.2	1.1	0	-11	10	-3

All compounds of this part, repeating the preview:
SMILES	E coli WT exp	ERa SRC1 pot	ERa coact inh	MT1-MMP txn act	PLAP act	FAK inh	Mac1 fbg inh	ERb coact inh	Mac1 fbg enh
COc1ccc(Cl)cc1NC(=O)c1oc(C)nc1C	4	61[fluorescence artefact?]	54*	1.3	1.4	0	·	48	·
CSc1cc(C)n(-c2ccccc2C)c(=S)c1C(C)=O	3	·	·	·	0.8	1	-5	·	-2
COc1ccc(NC(=O)c2cc(Cl)ccc2NC(=O)c2ccco2)c(OC)c1	-1	217*[fluorescence artefact?]	16	1.2	1.1	0	-11	10	-3
CCOC(=O)COc1ccc2c(c1)c(C(=O)OCC)c(C)n2CC	4	·	·	1.1	1.2	8	-18	·	1
CCCCSc1nnc(-c2ccc(NC(C)=O)cc2)n1C	·	112	-1	1.2	·	·	0	-2	1
O=C(Nc1ccccc1C(F)(F)F)C1CC(=O)N(c2ccccc2F)C1 (stereo unspecified)	6	92	-2	1.1	1.2	-1	·	-3[fluorescence artefact?]	·
CCOC(=O)C1NC(=O)CC1c1ccccc1 (stereo unspecified)	1	107	-4	1.1	1.1	2	·	-3	·
COCCOC(=O)c1[nH]c2c(c1C)C(=O)CC(c1ccccc1)C2 (stereo unspecified)	0	82	-4	·	·	1	·	8	·
Cn1c(=O)c(C(=O)NC2CCCCCCC2)c(O)c2ccccc21	-2	116	-3	1.2	1.1	·	-4	6	3
Cc1ccc(Oc2cnc3ccccc3n2)cc1	8	·	·	·	1.2	1	-10	·	2
O=C(CC12CC3CC(CC(C3)C1)C2)NCO	-3	119[fluorescence artefact?]	1	1	1	5	10	5	-1
CC(=O)NNC(=O)c1ccncc1	·	120	-2	1.1	·	1	·	-7	·
CCn1c(C)cc2c(c1=O)C(c1ccc3c(c1)OCO3)C(C#N)=C(N)O2 (stereo unspecified)	7	104	-19	1.1	0.9	-1	·	-19	·
COc1ccc(CC(=O)NC2=NCCS2)cc1	8	·	·	·	1	-1	1	·	-2
COc1cc(/C=N/N=C2/NC(=O)C(c3ccccc3)S2)ccc1O (stereo unspecified)	-13	·	·	·	1.1	-8	-17	·	-1

Look-ups from the list.
In Mac1 fbg inh, CCCCSc1nnc(-c2ccc(NC(C)=O)cc2)n1C is entered as 0
In Mac1 fbg enh, O=C(CC12CC3CC(CC(C3)C1)C2)NCO is entered as -1
In E coli WT exp, COCCOC(=O)c1[nH]c2c(c1C)C(=O)CC(c1ccccc1)C2 (stereo unspecified) is entered as 0
In MT1-MMP txn act, CCOC(=O)COc1ccc2c(c1)c(C(=O)OCC)c(C)n2CC is entered as 1.1
In Mac1 fbg inh, Cn1c(=O)c(C(=O)NC2CCCCCCC2)c(O)c2ccccc21 is entered as -4

New compounds follow.
SMILES	E coli WT exp	ERa SRC1 pot	ERa coact inh	MT1-MMP txn act	PLAP act	FAK inh	Mac1 fbg inh	ERb coact inh	Mac1 fbg enh
CCOc1ccc(CCNC(=O)c2cc3sccc3n2CC)cc1OCC	-9	99	-9	1.2	1.1	3	3	-1	-3
CCNC(=O)NC(=O)COC(=O)CCCSc1nc2ccccc2[nH]1	5	104	7	0.9	1.1	2	8	3[fluorescence artefact?]	-4
CCCCCc1c(C)nc(N2CCOCC2)[nH]c1=O	4	107[fluorescence artefact?]	-2	1.1	1	0	-13	0	8
CC(=O)c1cnc2c(-c3ccccc3)cnn2c1C	-3	90	9	1.3	1.1	-2	·	7	·
O=C(O)CSc1nc2c(c(=O)[nH]1)CCCC2	4	81	5[fluorescence artefact?]	1	0.8	1	10	3	-6
COC(=O)Cc1c(C)c2c(O)cc(C)cc2oc1=O	12	·	·	1.2	1	-4	-7	·	-7
CCOC(=O)c1c(C)nn(Cc2cccc(Cl)c2)c1N	9	106	-8	1.1	0.8	3	-5	2	-4
O=C(O)c1ccc(OC2CSC2)cc1	-1	96	44	1.1	1.2	-5	-22	-2[fluorescence artefact?]	2
O=C(OCc1cccc(F)c1)c1ccc2c(c1)-c1ccccc1C2=O	-12	·	·	·	0.9	5	4	·	3
Cc1ccc(C(=O)C2CCN(CC(=O)NC3CCCCC3)CC2)cc1	0	82	3	1	1.6	4	-7	1[fluorescence artefact?]	-2
O=C(CSc1ncccn1)Nc1ccc(S(=O)(=O)N2CCCCC2)cc1	-5	90	-3	1.1	1	-1	·	-5	·
CCCCSc1nc(C)[nH]c1[N+](=O)[O-]	-14	108	-10	1.1	0.8	-1	-3	-13	-2
CC1(C)CC(=O)C2=C(C1)NC(=O)CC2c1ccccc1F (stereo unspecified)	-1	94	2[fluorescence artefact?]	1.1	1	0	5	4[fluorescence artefact?]	-2
CCCNC(=O)CN1C(=O)NC2(CCCc3cc(OC)ccc32)C1=O (stereo unspecified)	3	·	·	·	0.9	0	6	·	0
COc1ccc(Cl)cc1NC(=O)C1CCCN(S(=O)(=O)c2cccc3nonc23)C1 (stereo unspecified)	-14	135	-2	·	·	3	·	2[fluorescence artefact?]	·
Cc1ccc(NCC(=O)N/N=C\C(Br)=C\c2ccccc2)cc1	-3	117	-4	1	0.7	0	-39	-11	22
N#Cc1sc2nc3c(c(-c4ccco4)c2c1N)CCCC3	-6	116	-4	1	1	12	-9	-10	-2
Cc1ccc(C)c2[nH]c(=O)c(CN(CC3CCCO3)C(=O)NC3CCCCC3)cc12 (stereo unspecified)	-1	118[fluorescence artefact?]	-1	1.1	1.4	·	4	-1	-1
CCn1c(=O)cc(OCC(=O)NCC2CCCO2)c2ccccc21 (stereo unspecified)	-1	118	14	1.3	0.8	-6	-22	0[fluorescence artefact?]	-1
NC(=O)C1CCN(Cc2nc3cc(Cl)ccc3c(=O)[nH]2)CC1	-1	·	·	·	2*	-1	12	·	-3
Cc1noc(NS(=O)(=O)c2ccc(NC(=O)CSc3nc4ccccc4s3)cc2)c1C	6	49	9	1.1	1.1	-4	7	5[fluorescence artefact?]	-3
Cc1ccc(NC(=O)c2ccco2)c(NC(=O)CN2C(=O)c3ccccc3C2=O)c1	-1	104	-1	1.2	1	0	-17	1	-3
Cc1cc(NC(=O)CSc2nc(CC(C)(C)C)nc3c2c(=O)n(C)c(=O)n3C)no1	-9	88	2	·	1	2	-6	0	0
Cc1ccc(C(C)NC(=O)c2c(C)noc2C)cc1C (stereo unspecified)	-4	113	2	·	1	9	5	-1	-5
Cn1c(=O)n(Cc2ccc(F)cc2)c(=O)c2c1nc1n2CCCN1Cc1ccccc1	-8	95	-4	1.1	1.6	-2	·	-2	·
CCCCN(Cc1ccccc1)S(=O)(=O)c1cc(Br)cc2c1N(C(C)=O)C(C)C2 (stereo unspecified)	-15	115	10[fluorescence artefact?]	1.1	1.7	-1	47	5[fluorescence artefact?]	-2
Cc1cccc(NC(=O)Cn2cnc3c(cnn3-c3ccc(F)cc3)c2=O)c1C	-4	68[fluorescence artefact?]	47	1.1	1.1	·	-44	37[fluorescence artefact?]	0
COc1ccc(-c2nnc3n2N=C(C)CS3)cc1OC	-1	130[fluorescence artefact?]	-10	1	0.8	-3	-4	-6[fluorescence artefact?]	-5
O=C(CSc1nnc(-c2ccc(Br)cc2)n1C1CCCCC1)N1CCCC1	-5	103	-3	1.1	·	1	·	-1	·
CC(C)c1nnc(NC(=O)CCC(=O)NCC2CCCO2)s1 (stereo unspecified)	2	113[fluorescence artefact?]	-1	1.2	1	4	3	-2	-2
CC(Sc1ccc2nnc(-c3ccc(F)cc3)n2n1)C(=O)O (stereo unspecified)	·	81	-10[fluorescence artefact?]	1.1	·	·	·	6[fluorescence artefact?]	·
C=CCc1ccc(OCCOCCN(C)C)c(OC)c1	2	114	-12	1.2	0.9	1	-19	-2	4
c1ccc2c(N3CCCCC3)nnc(N3CCCCC3)c2c1	-10	·	·	·	1	11	-16	·	2
CCOC(=O)N1CCN(c2cc(=O)n(-c3ccc(OCC)cc3)c(=O)[nH]2)CC1	3	114	-7[fluorescence artefact?]	1.5	0.9	-1	-8	-5	-1
O=C1C=C(Nc2ccc(O)cc2)CC(c2ccco2)C1 (stereo unspecified)	·	70[fluorescence artefact?]	21	1.3	·	1	·	43	·
CCOc1ccc(-n2c(=S)sc3c(=O)[nH]c(SCC(=O)N4CCC(C)CC4)nc32)cc1	1	101	7	1.2	1.4	-8	0	4	3
COc1ccc(-c2csc(Cc3nnc(N4CCOCC4)n3-c3ccccc3)n2)cc1OC	0	·	·	·	1.5	0	-2	·	0
COc1ccc(OC)c(NC(=O)COC(=O)c2ccc(-n3cnnn3)cc2)c1	-5	110	35[fluorescence artefact?]	1.1	1	6	1	9	-1
Cc1ccc(NC(=O)CN(C)S(=O)(=O)c2cccc3cccnc23)cc1	-2	110[fluorescence artefact?]	-5	1	0.7	-7	-15	-7	-1
CN(C)c1ccc(S(=O)(=O)c2ccc(Cl)cc2)cc1	-1	107	9[fluorescence artefact?]	1	0.9	-4	-19	8[fluorescence artefact?]	-2
CCOc1nc(-c2ccc(OC)cc2)ccc1-c1noc(C)n1	-5	133[fluorescence artefact?]	-41	1	0.9	-1	2	-3[fluorescence artefact?]	6
CCC1=[N+]([O-])C(C)(/C(C)=N\O)N(O)C1(C)C (stereo unspecified)	6	75	23	1.2	1	-2	-8	35	8
O=C(Nc1ccc2c(c1)OCCO2)c1cc2sccc2n1Cc1ccccc1	-23	170	-9	1.6	0.9	0	·	-16[fluorescence artefact?]	·
Nc1ccc2c3c(cccc13)CC2	19	·	·	1.1	1.2	4	-6	·	-1
COc1cccc(-c2csc(N3CCN(C(=S)Nc4ccccc4Cl)CC3)n2)c1	-19	·	·	·	1	1	1	·	2
c1ccc(OCCN2C3=NCCN3c3ccccc32)cc1	7	87	15	1.1	0.9	-6	-13	14	-3
N#Cc1c(-c2ccccc2)nc(N2CCCCCC2)[nH]c1=O	-3	100	21	1.1	1.2	-4	-30	8	7
Cc1ccc(-c2noc(CNCCCN(C)C)n2)cc1	2	132	-5	1	1.6	-4	-4	9	2
COCC(=O)NCCNc1nc2ccc(C)cc2cc1C	2	·	·	1.1	1.1	13	-3	·	-2
N#CC(C(=O)NCCc1ccccc1)c1nc2ccccc2nc1N1CCCCC1 (stereo unspecified)	-20	113	-4	1.2	1	6	-16	-10[fluorescence artefact?]	3
O=[N+]([O-])c1ccc(/C=N/Nc2nc(N3CCCCC3)nc(N3CCCCC3)n2)o1	-1	82	9	1	1.4	9	-1	6	-4
Cc1nc2sc(C)c(C)c2c(=O)o1	-10	108	-1	1.3	1.2	1	-6	-1	1
NC(=O)c1oc2ccccc2c1NC(=O)c1nc2ccccc2s1	-4	493*	22	1.5	0.9	-4	-12	26	11
O=C1OCCC1Sc1nnc(-c2ccco2)o1 (stereo unspecified)	7	116	-2	1.1	·	1	·	-3	·
CCCS/C(N)=N/N=C/c1ccccc1O	0	100	3	1.7	1.4	1	13	-3	3
O=C1C=C(O)CC(c2cccs2)C1 (stereo unspecified)	1	80	32	1.1	0.9	3	-24	19	10
CCOC(=O)C1CCN(c2nc3ccccc3nc2C(C#N)C(=O)OCCOC)CC1 (stereo unspecified)	2	100	-12[fluorescence artefact?]	1.1	1	-1	4	1	-1
Cc1cccc(N(CC(=O)N2CCOCC2)S(C)(=O)=O)c1	-1	106[fluorescence artefact?]	-8	1	0.8	0	·	-11	·
CCCCC(=O)Nc1ccc(C(=O)N2CCN(C)CC2)cc1	-3	97	-2	1	1.1	1	-30	-7	-1
CCNS(=O)(=O)c1ccc(OC)c(C)c1	3	110	-2	1.1	0.8	-1	-3	-3	1
CCCCCCc1nc2ccccc2c(=O)n1N	6	112	-8	1.3	0.9	3	8	1	-1
